From PubChem BioAssay
PLC-beta3 inh – PLC-beta3 (human) inhibition, primary screen. Purified PLC-beta3, fluorogenic substrate, fluorescence. Q01970. inhibition, % at 12.2 µM. 370,000 compounds, 0.18% hits; in the data active means inhibition above about 11%;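 further: 0% = median of compound wells on plate and 100% = full blocker control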
sPLA2-III inh – Blocks human group III sPLA2 activity; Q9NZ20; inhibition, % at 12.2 µM; 370,000 compounds, 0.56% hits; AID 743126; QFRET BODIPY PC-A2 liposome hydrolysis, fluorescence;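 active means inhibition above mean plus 3 SD of compounds lying within the high and low control bounds, cut at about 19% in these data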;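 further: 0% = median of test compound wells and 100% = no enzyme DMSO wells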
GAA850 FXN act – increases GAA850 frataxin promoter reporter activity; AID 540364; HEK293 lucGAA850 FXN promoter luciferase reporter, 24 h; percent of 10 µM SAHA response; 360,000 compounds, 0.56% hits; activation, % at 6 µM;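 active means activation above the average of all compounds screened plus 3 SD, cutoff fixed separately per campaign, cut at about 7.5% in these data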;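 further: 0% = DMSO wells and 100% = 10 µM SAHA wells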
hgDAF12 agonist – activates the H. glycines DAF-12 receptor ligand-binding domain | 370,000 compounds, 1.8% hits | HEK293 GAL4-hgDAF12 UAS-luciferase reporter, agonist luminescence; normalized to butyrate control | activation, % at 6.8 µM | AID 687014;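 active means activation above a cutoff set at the mean of all screened compounds plus 3 SD, cut at about 10% in these data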;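 further: 0% = DMSO wells and 100% = sodium butyrate wells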
Rev-erbA mod – modulators of human Rev-erb alpha DNA binding; Rev-erbα–FITC-DNA binding, fluorescence polarization, 90 min; activity, % at 10 µM; 370,000 compounds, 0.79% hits; AID 1259318;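 active means activity above about 14%, limit read from the data; passing the limit was not always enough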;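 further: 0% = DMSO wells with 35 nM protein and 100% = DMSO wells with 750 nM protein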
Target sequence (P20393 whole entry, looked up): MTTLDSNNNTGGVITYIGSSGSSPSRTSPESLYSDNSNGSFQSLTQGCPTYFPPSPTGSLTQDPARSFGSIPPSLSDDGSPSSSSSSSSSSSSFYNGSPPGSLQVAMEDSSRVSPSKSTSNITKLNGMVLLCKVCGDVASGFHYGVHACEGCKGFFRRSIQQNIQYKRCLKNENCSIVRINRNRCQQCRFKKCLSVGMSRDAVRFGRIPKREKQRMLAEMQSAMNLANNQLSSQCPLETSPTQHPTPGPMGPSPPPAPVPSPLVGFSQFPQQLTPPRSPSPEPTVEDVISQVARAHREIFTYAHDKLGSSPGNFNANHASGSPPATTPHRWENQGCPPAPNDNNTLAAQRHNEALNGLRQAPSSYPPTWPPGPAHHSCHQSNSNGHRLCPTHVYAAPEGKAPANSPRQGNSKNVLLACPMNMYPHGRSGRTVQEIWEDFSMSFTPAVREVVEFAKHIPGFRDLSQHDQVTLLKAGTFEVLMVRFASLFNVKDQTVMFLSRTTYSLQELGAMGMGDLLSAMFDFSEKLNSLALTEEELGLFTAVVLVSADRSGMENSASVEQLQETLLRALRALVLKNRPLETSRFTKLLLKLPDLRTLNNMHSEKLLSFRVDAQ
PG9 Ab binder – PG9 antibody binding by small molecule. TR-FRET gp120-PG9 antibody binding. inhibition, % at 6.7 µM. 360,000 compounds, 0.43% hits. AID 624416; in the data active means inhibition above about 8.5%
SMARCA2 activ – activators of SMARCA2 function | MG213 cells, MMTV-luciferase reporter, dexamethasone, overnight | activation, % at 9.1 µM | 370,000 compounds, 1% hits | AID 652017; in the data active means activation above about 7.8%;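 further: 0% = vehicle wells and 100% = reference activator wells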
DAX1 inh-1 – inhibitors of human orphan nuclear receptor DAX1 (NR0B1); inhibition, % at 6.75 µM; P51843; HEK293 Gal4-DAX1 luciferase reporter, luminescence; 340,000 compounds, 0.99% hits; AID 504766;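 active means inhibition above the mean over all tested compounds plus 3 SD, cut at about 4.2% in these data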;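 further: 0% = DAX1-transfected cells with DMSO and 100% = empty-vector control cells with DMSO; inhibition shows as a rise in luminescence from relieved DAX1 repression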
Target sequence (P51843 207-470 limits assumed): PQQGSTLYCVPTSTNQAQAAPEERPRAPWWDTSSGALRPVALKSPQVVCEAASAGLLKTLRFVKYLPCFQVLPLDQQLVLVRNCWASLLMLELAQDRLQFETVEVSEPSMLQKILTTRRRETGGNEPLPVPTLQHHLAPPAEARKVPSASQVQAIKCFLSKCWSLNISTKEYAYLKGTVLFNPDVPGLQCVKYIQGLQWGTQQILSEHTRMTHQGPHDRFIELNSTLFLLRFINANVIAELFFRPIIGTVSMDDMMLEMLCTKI
ssDAF12 agonist – activators of S. stercoralis DAF-12 nuclear receptor; AID 652126; activation, % at 6.8 µM; HEK293 ssDAF-12/GRIP1 lit1-tk-luc reporter, luminescence; % of 3 µM dafachronic acid response; 370,000 compounds, 1% hits;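 active means activation above the mean over all tested compounds plus 3 SD, cut at about 0.9% in these data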;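 further: 0% = DMSO-only wells and 100% = 3 µM delta7-dafachronic acid wells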
DAX1 inh-2 – DAX1 (NR0B1) inhibition, primary screen; HEK293T StAR-luciferase reporter, SF-1/DAX-1 repression relief; inhibition, % at 6.8 µM; 370,000 compounds, 1.1% hits; AID 652010;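 active means inhibition above the mean over all tested compounds plus 3 SD, cut at about 3.6% in these data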;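 further: 0% = DAX-1 cells with DMSO and 100% = cells lacking DAX-1 with DMSO; higher inhibition means more luminescence from relief of DAX-1 repression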
hcDAF12 agonist – activators of H. contortus DAF-12 nuclear receptor. HEK293 hcDAF-12 lit1-tk-luc reporter, luminescence; 0% DMSO, 100% Δ7-dafachronic acid. activation, % at 6.8 µM. 370,000 compounds, 1.4% hits;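 active means activation above the mean of all tested compounds plus 3 SD, cut at about 5.5% in these data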;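 further: 100% = response to 3 µM Δ7-dafachronic acid high control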
Active calls of the source: *; i = inactive; / = no result given.

canonical_smiles	PLC-beta3 inh	sPLA2-III inh	GAA850 FXN act	hgDAF12 agonist	Rev-erbA mod	PG9 Ab binder	SMARCA2 activ	DAX1 inh-1	ssDAF12 agonist	DAX1 inh-2	hcDAF12 agonist
O=C(NN1C(=O)C2C3C=CC(C4CC34)C2C1=O)c1cccc(Cl)c1 (configuration not stated)	3	0	2.0	3.1	2	-1.8	0	0.9	-1.2	-0.7	-0.7
O=C(Nn1c(C2CCCCC2)nc2ccccc2c1=O)c1ccc([N+](=O)[O-])cc1Cl	0	-2	1.5	0.3	2	-2.5	-4	-0.4	-1.2	0.2	1.1
CC(C)CCNc1nc(N)c([N+](=O)[O-])c(NCCO)n1	-5	9	3.7	-2.7	9	0.2	-5	-1.0	-1.7	0.4	-2.4
O=C1NCC2=C1C(c1ccccc1)Nc1ccccc1N2 (configuration not stated)	-32	-8	3.3	3.3	1	-2.3	2	-0.2	0.3	0.6	4.4
O=C(Nc1ncc(Cc2ccccc2Cl)s1)c1ccc([N+](=O)[O-])cc1	1	8	2.6	-2.9	-5	-1.2	-4	2.5	-1.4	-0.2	-1.0
COc1ccc(N2CCN(C(=O)COC(=O)c3cnccn3)CC2)cc1	-2	2	-3.2	-0.3	-2	-2.0	0	0.0	-1.1	-0.7	-0.1
CCCNC(=O)C1(C)CCCN(C(=O)c2cc(F)cc(F)c2)C1 (configuration not stated)	1	-4	0.4	2.4	8	-0.8	3	/	-0.6	0.0	0.4
COCCn1nnnc1C(c1ccc(OC)cc1)N1CCC(C)CC1 (configuration not stated)	3	-3	3.3	0.3	-2	-2.2	1	0.8	-1.4	0.2	-1.2
Cc1csc(SCC(=O)NCCc2ccc(Cl)cc2)n1	4	-5	1.6	-0.1	4	-3.1	0	0.1	-1.3	0.0	1.8
Cn1c(=O)n(C)c2cc(CNC(=O)[C@H]3O[C@@H](n4ccc(=O)[nH]c4=O)[C@H](O)[C@@H]3O)ccc21	2	0	/	-0.3	-7	-1.1	0	/	-1.0	-0.4	1.2
CC[C@H](NC(=O)[C@@H](Cc1ccccc1)NC(=O)[C@H]1O[C@@H](n2cnc3c(=O)[nH]c(N)nc32)[C@H](O)[C@@H]1O)c1ccccc1	1	-2	/	1.3	0	-6.8	-1	/	-0.7	0.7	-2.7
Cc1cc(C)c2c(N)c(C(=O)NC3CCCC3)sc2n1	i	4	3.5	2.8	-5	2.2	2	-0.7	-1.1	-0.1	-2.5
Cc1ccc(S(=O)(=O)Nc2c(C)nn(C)c2C)c(C)c1	-2	-4	-2.0	3.6	-4	1.5	-2	-0.6	-1.0	-1.5	-1.4
CN(CC(=O)NCCc1ccccn1)S(=O)(=O)c1ccc(Cl)cc1	-3	1	0.9	-2.6	3	-2.8	1	0.0	-1.6	-0.3	-0.8
COc1ccccc1-c1cc2nc(-c3ccccc3)cc(N3CCN(C(=O)c4ccco4)CC3)n2n1	i	-4	-8.1	-17	5	4.2	-10	-5.3	-2.1	-8.5	-5.8
CCn1nnnc1SCC(=O)NCc1cccs1	1	1	0.0	1.2	-4	-2.1	1	-0.3	-0.6	0.1	0.7
CCS(=O)(=O)c1ncc(Cl)c(C(=O)Nc2ccc(S(=O)(=O)N3CCC(C)CC3)cc2)n1	-11	-29	-10	-15	-2	3.1	-13	-0.3	-1.1	-2.2	-4.9
CCOC(=O)c1ccc(NC(=O)N2CCc3ccccc32)cc1	0	-7	0.6	18*	3	0.4	6	1.7	0.7	4.8*	5.5
CCCn1c(N)c(N(CCOC)C(=O)CSCC(=O)Nc2ccc(OC)cc2)c(=O)[nH]c1=O	-15	5	2.8	0.9	3	1.1	0	3.7	-0.5	1.2	-1.2
CC(C)Oc1ccc(C(CC(=O)N(C)CCC#N)c2ccc(F)cc2)cc1 (configuration not stated)	1	11	2.5	-1.0	-3	-1.3	-2	-0.1	-1.2	-0.6	1.4
O=C(NCCCNC(=O)c1ccccn1)c1cccc(F)c1	-9	6	1.0	2.5	0	0.2	0	-0.7	-0.8	0.0	-1.0
O=C(Nc1ccc(C(=O)O)cc1)/C(=C\c1ccc([N+](=O)[O-])cc1)NC(=O)c1ccc(Br)cc1	1	2	0.3	-0.4	2	-1.0	-3	0.4	-1.1	1.7	-0.3
N#CC12C(=O)NC(=O)C1(C#N)C21CCCC1 (configuration not stated)	-5	22*	1.4	0.6	2	0.7	-4	1.3	-0.7	0.0	0.4
CCCn1c(N)c(C(=O)CSc2ncnc3sccc23)c(=O)n(C)c1=O	-7	-2	-0.1	-1.5	-3	-2.1	2	0.1	-1.6	-1.2	-0.7
CC(=O)c1ccc(OCc2cc(C(=O)NC(C)CCn3cccn3)no2)cc1 (configuration not stated)	-10	5	0.5	6.9	-5	-0.9	4	0.7	-0.3	2.2	0.8
COc1ccc(N(CC(=O)N2CCN(Cc3ccc4c(c3)OCO4)CC2)S(C)(=O)=O)cc1OC	4	8	-2.5	-3.2	3	0.3	-1	0.3	-1.9	-0.3	-1.7
CCn1c(SCc2ccccc2)nnc1C1CCN(S(=O)(=O)c2ccc(OC)cc2)CC1	0	-6	-0.2	-0.8	-2	0.6	-6	0.2	-1.2	-1.2	-1.8
CCOC(=O)c1cnc2nc(C)[nH]n2c1=O	3	-2	0.5	-0.5	6	-0.6	0	-0.9	-1.2	-0.1	-0.5
O=C(CC1(O)C(=O)Nc2ccc(Br)cc21)c1ccccc1 (configuration not stated)	2	-4	-0.6	0.5	0	-1.3	1	1.3	-1.3	-1.0	0.0
O=C1C(=Cc2ccco2)C(=O)c2ccccc21	-9	9	4.3	10	3	-2.0	7	1.5	-0.5	1.4	7.3*
COc1ccc(Cc2c(-c3ccc(C)cc3)nc3c(C)cc(Br)cn23)c(C)c1	-16	-9	/	3.2	4	1.7	-5	/	1.1*	-0.5	3.4
COC(=O)c1ccc(-n2cc(-c3ccc(OC)cc3)[nH]c2=S)cc1	-3	1	3.0	1.0	-3	1.5	-2	0.2	-1.6	0.1	3.9
COc1ccc(OC)c(C(=O)CN2C(=O)C(=O)N(C3CCCC3)C2=O)c1	2	3	-1.7	4.0	4	-2.5	1	-0.1	-0.5	0.2	1.0
c1ccc2scnc2c1	-2	3	2.9	-1.2	-6	-0.8	-3	0.7	-1.3	1.4	0.8
C/C(=N\NC(=O)c1cc(-c2ccco2)nc2ccccc12)c1cccnc1	i	4	0.1	4.0	-4	-0.2	1	3.8	-0.8	0.0	-0.2
CCN(c1ccccc1)S(=O)(=O)c1ccc(OC)c(NC(=O)COc2ccc(C(C)=O)cc2)c1	-9	1	2.2	1.1	2	1.4	0	-1.4	-0.6	0.8	-2.1
OC(CNc1ccnc2cc(Cl)ccc12)CNC1CCCCC1 (configuration not stated)	-10	9	-1.3	-1.0	-4	-0.6	5	0.5	-1.6	3.2	-1.0
CN(CCO)c1ncnc2nc[nH]c12	2	1	-0.5	0.9	-5	1.1	-2	0.7	-0.4	0.1	0.1
CCC(=O)Nc1ccc(C(=O)NNC(=O)c2cc(OC)c(OC)c(OC)c2)cc1	0	0	-1.1	-2.8	1	0.0	1	-0.6	-1.9	-0.2	0.5
CC(=O)Nc1ccc(S(=O)(=O)N2CCN(c3ccc(C)c(Cl)c3)CC2)cc1	-4	-4	-0.4	-3.6	-3	-2.2	0	0.2	-1.6	-0.4	-2.2
O=C(Cn1ccc([N+](=O)[O-])n1)NCCc1c[nH]c2ccccc12	-7	-15	2.5	-0.1	-2	-1.6	3	-0.3	-0.8	1.2	-1.0
CC(C)CN1C(=O)c2ccc(C(=O)NCc3ccccn3)cc2C1=O	-6	3	2.2	1.6	1	-2.4	2	0.4	-0.3	0.1	1.8
COc1ccc(N2c3ccccc3CN(Cc3ccccc3)[C@@H](C)[C@H]2Cc2ccc(-c3ccccc3)cc2)cc1	-5	8	/	-1.6	6	3.3	-1	/	0.1	-0.7	-0.8
CCC(C)(C)C1CCC2(CC1)NC(=O)N(CC(=O)N(C)Cc1ccc3c(c1)OCCO3)C2=O (configuration not stated)	-4	8	-0.5	6.0	-3	1.3	-2	0.3	-0.5	0.5	2.3
O=C(N/N=C/c1ccc(OC(F)F)cc1)c1cc[n+]([O-])cc1	-2	2	0.5	0.1	2	-1.6	0	2.0	-0.4	-0.3	0.3
ONC(=Nc1ccccc1Cl)c1c(F)cccc1F	-4	0	2.0	-2.6	5	-1.1	4	1.2	0.1	0.0	-1.2
NC(=O)N/N=C/c1ccccc1OCc1cccc2ccccc12	-1	-1	0.1	-2.2	0	-1.1	-2	0.1	-1.4	0.1	-1.2
CCc1c(C(=O)NNC(=S)NCc2ccccc2)csc1C	2	19	-2.2	-2.9	8	-0.7	2	-1.2	-1.2	-0.3	-0.9
COC(=O)c1cnn(-c2nc3c(C)cccc3s2)c1C	-2	2	0.0	2.3	19	-0.1	-1	0.6	0.4	-0.3	5.9*
CCn1c(C)nc2cc(C(=O)N/N=C/c3ccccc3C)ccc21	-3	2	13*	14*	1	-1.5	4	0.6	-0.1	3.1	2.6
Cc1ccc(C)c(OCc2ccc(C(=O)NN)o2)c1	-2	12	-2.5	-5.0	1	-0.5	-8	-0.7	-2.4	-0.7	-2.5
CCOCCCNC(=O)c1cn(CC)c2ccc(S(=O)(=O)N(C)C3CCCCC3)cc2c1=O	-5	-10	4.4	-0.5	-3	-0.8	-2	-0.1	-1.3	-1.4	-1.2
COC(=O)[C@H](C)N(Cc1cn(Cc2ccccc2)nn1)S(=O)(=O)c1ccccc1Br	3	0	/	2.0	3	/	7.8*	/	-1.4	-0.7	-1.5
Cc1ccccc1OCC(=O)Nc1ccc([N+](=O)[O-])cc1	0	-3	0.7	3.5	4	-1.9	-1	0.1	-1.2	-0.2	-0.2
COc1cc(SC)ccc1C(=O)Nc1ccncc1	-2	-6	2.7	3.7	-3	-0.1	2	-1.6	-1.2	-0.8	-1.7
COc1ccc(CNC(=S)NCc2ccc(F)cc2)cc1OC	-1	10	-0.2	1.6	-7	-0.7	-3	0.2	-1.2	-2.9	-3.0
CC(=O)c1ccc(NC2CC(O)C(O)CO2)cc1 (configuration not stated)	4	2	0.1	1.3	8	0.9	-4	1.1	-0.5	0.1	1.8
CCOC(=O)[C@H]1[C@H]2COc3ccc(Br)cc3[C@@H]2N2C(=O)CN(C)C(=O)[C@@]12C	0	5	-0.1	0.7	0	-1.2	-2	-1.1	-0.9	0.8	0.3

Compounds were not picked by outcome; 7% or so of the library scored in one or more.
